# FUS suppressor: FUS proteinopathy suppression in yeast. S. cerevisiae FUS-expressing, growth rescue, OD600, 24 h. hit rate 0.24% among 390,000. Potency, µM (titrated, usually from 76.6 µM), inactives show at the highest dose growth rescue (activation), actives largely listed as activators;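 further: potency means the concentration at half of the fitted maximal effect; plate controls were DMSO vehicle for no effect and reference control for full effect; nearly all actives have a fitted effect of over 55% in size; some results filed as inactive show a strong effect at the top dose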
#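 S. cerevisiae expressing FUS from galactose induction served as the toxicity model. Growth after 24hr at 30C, read as absorbance at 600 nm, indicates suppression of toxicity; compounds dosed at several concentrations.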
# D3 ag: activates the human D3 dopamine receptor; P35462; D3R DiscoveRx beta-arrestin cells, luminescence, 90 min; max activation, %; hit rate 0.58% among 410,000; AID 652048; in the data active means max activation above about 30%; further: 0% is about no effect; mostly tested at two doses, the higher about 12 µM
#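 Agonist mode: compounds and dopamine controls were applied to plated cells for 90 min at 37 degrees C after an overnight attachment at 1500 cells/well. Luminescent read-out followed 30 - 60 minutes at room temperature with DiscoveRx detection reagent.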
# Abeta rescue: A-beta toxicity reversal in yeast; yeast expressing A-beta42, growth rescue, OD600, 48 h; response scale: 0% DMSO, 100% iron-clioquinol control; Potency, µM (series often up to 46.1 µM), inactives show top-dose growth rescue, actives largely listed as activators; hit rate 0.063% among 410,000; AID 1347071; further: potency means the concentration at half of the fitted maximal effect; nearly all actives have a fitted effect of over 55% in size
#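 Yeast growth medium received pinned compounds, then yeast cells expressing toxic A-beta were added; plates incubated at 30 C for 48 hr. Growth read as absorbance at 600 nm, normalized to DMSO and equimolar FeCl3 plus clioquinol controls.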
# D3 antag: blocks the human D3 dopamine receptor | max response, negative = inhibition, % | P35462 | hit rate 2.5% among 360,000 | D3R cells, DiscoveRx beta-arrestin luminescence, antagonist mode; active compounds read low | AID 652054; in the data active means max response below about -50%; inconclusive means no clear call, values can overlap the other calls; further: on the % scale 0 is the no-effect control and ±100 the full control effect; mostly tested at two doses, the higher about 12 µM
#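 Cells expressing the human receptor were seeded at 1500 cells/well, incubated overnight at 37 degrees C in 5% CO2, then exposed to library compounds with dopamine controls for 90 minutes at 37 degrees C before luminescent detection.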
# EPAC2 antagonist: EPAC2 (human) antagonism; Q8WZA2; Potency, µM (titrated, usually from 114 µM), without a hit: at the top dose activity, negative = inhibition, usual class: inhibitors; hit rate 0.18% among 360,000; EPAC2 GEF exchange of Rap1B-BODIPY-GDP, fluorescence; further: potency means the concentration at half of the fitted maximal effect; on the % scale 0 is the no-effect control and ±100 the full control effect; nearly all actives have a fitted effect of over 45% in size; many of its hits are not listed in these tables
# Target sequence (Q8WZA2 whole entry, looked up): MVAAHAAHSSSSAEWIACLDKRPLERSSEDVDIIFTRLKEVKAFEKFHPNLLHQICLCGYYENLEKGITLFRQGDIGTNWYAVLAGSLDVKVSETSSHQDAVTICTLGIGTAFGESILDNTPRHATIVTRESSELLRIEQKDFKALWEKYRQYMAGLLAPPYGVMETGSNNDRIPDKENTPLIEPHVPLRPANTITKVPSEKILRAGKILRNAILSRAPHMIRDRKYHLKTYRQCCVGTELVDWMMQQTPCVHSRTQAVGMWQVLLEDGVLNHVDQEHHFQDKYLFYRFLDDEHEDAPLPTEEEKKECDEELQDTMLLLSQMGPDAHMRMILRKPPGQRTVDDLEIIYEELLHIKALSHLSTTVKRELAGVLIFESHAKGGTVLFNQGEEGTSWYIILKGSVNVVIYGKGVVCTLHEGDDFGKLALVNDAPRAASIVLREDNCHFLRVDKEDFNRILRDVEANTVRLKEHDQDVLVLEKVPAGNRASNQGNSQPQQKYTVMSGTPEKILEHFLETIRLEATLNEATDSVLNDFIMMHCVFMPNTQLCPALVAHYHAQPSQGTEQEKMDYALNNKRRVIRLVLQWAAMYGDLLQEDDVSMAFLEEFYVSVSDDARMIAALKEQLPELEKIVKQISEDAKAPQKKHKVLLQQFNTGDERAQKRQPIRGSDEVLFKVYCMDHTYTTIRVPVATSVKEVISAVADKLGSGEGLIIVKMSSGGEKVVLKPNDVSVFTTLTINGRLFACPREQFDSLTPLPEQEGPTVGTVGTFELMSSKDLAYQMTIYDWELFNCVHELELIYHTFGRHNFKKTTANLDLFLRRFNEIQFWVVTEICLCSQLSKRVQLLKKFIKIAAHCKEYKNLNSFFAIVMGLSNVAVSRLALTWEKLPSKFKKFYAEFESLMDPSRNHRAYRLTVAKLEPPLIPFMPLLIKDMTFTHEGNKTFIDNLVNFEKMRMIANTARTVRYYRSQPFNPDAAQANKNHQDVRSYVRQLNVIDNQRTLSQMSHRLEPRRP
# aSyn rescue: rescues yeast growth from alpha-synuclein toxicity. Yeast expressing alpha-synuclein, growth rescue, BacTiter-Glo, 24 h. Potency, µM (highest dose often 46.1 µM), for inactives: top-dose growth rescue (activation), usual class: activators. hit rate 0.14% among 370,000; further: potency means the concentration at half of the fitted maximal effect; % of control where 0% means no effect; nearly all actives have a fitted effect of over 65% in size
#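 Readout is rescue of growth in alpha-synuclein-expressing yeast, so inhibitors of toxicity appear as activators. Growth after 24 hr at 30 deg C in galactose medium is quantified by luminescence.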
# EPAC2 agonist: activates human EPAC2 exchange factor | Q8WZA2 | EPAC2 activation, biochemical qHTS; response scale: 100% = 6.5 mM cAMP response | Potency, µM (titrated, usually from 154 µM), inactives show at the highest dose activation, hits mostly activators | hit rate 0.079% among 360,000 | AID 720711; further: potency means the concentration at half of the fitted maximal effect; nearly all actives have a fitted effect of over 50% in size
#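 In this primary screen, activation is scored as increased exchange of BODIPY-GDP from Rap1B by 100 nM EPAC2, with 50 uM GDP as competitor. Signal is normalized to the 6.5 mM cAMP agonist control.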
# TDP43 rescue: rescues yeast growth from TDP-43 toxicity; TDP-43 expressing yeast growth rescue, BacTiter-Glo, 24 h; Potency, µM (series often up to 46.1 µM), inactives show at the highest dose growth rescue (activation), usual class: activators; hit rate 1.8% among 410,000; AID 652104; further: potency means the concentration at half of the fitted maximal effect; % of control where 0% means no effect; nearly all actives have a fitted effect of over 50% in size
#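 Growth rescue of TDP-43-toxic yeast measured as ATP luminescence (BacTiter-Glo). Cells grown to mid-log in raffinose, induced in galactose at OD600=0.02, exposed to compound 24 hr at 30 deg C.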
# * = called active by the depositor; ? = inconclusive; . = no result given; [ ] = another dose, or the depositor's remark. Unless noted, the call rests on the fitted dose curve; in most records, active means well fitted curve in the direction sought with a large enough effect; inconclusive means small, poorly fitted or top-dose-only effect, or another doubt; inactive means no such curve, though single readings can be large; an effect the other way counts as inactive or inconclusive. This is a subset, so the mix of outcomes need not match the whole.
SMILES,FUS suppressor,D3 ag,Abeta rescue,D3 antag,EPAC2 antagonist,aSyn rescue,EPAC2 agonist,TDP43 rescue
O=C(Nc1nccs1)c1ncc(Cl)c(Cl)c1Cl,6%,-6,-15%,-5,-2%,-6%,12%,?
O=C(COc1ccccc1)Nc1nccs1,0%,6,7%,4,0%,-9%,3%,-10%
Cc1ccc(S(=O)(=O)/N=C(\N)Nc2nc(C)c3cc(C)ccc3n2)cc1,42%,-10,15%,16,1%,9%,0%,-12%
O=C(C1CCN(S(=O)(=O)Cc2ccccc2)CC1)N1CCCc2ccccc21,10%,-11,3%,?,16%,0%,4%,?
COc1ccccc1CNC(=O)c1oc2ccc(S(=O)(=O)N3CCOCC3)cc2c1C,12%,10,14%,-10,4%,0%,12%,13%
CCOC(=O)CNC(=O)COc1ccc(Cl)cc1Br,21%,4,17%,18,1%,4%,6%,0%
NC(Cc1ccc(O)c([N+](=O)[O-])c1)C(=O)O (stereo not given),.,-3,3%,3,-1%,6%,0%,15%
CCn1c(CCC(=O)N(C)CC(=O)Nc2cccc(F)c2)nc2cc(S(=O)(=O)N(C)C)ccc21,9%,0,0%,-3,-4%,-4%,9%,-2%
COc1ccc(Cl)cc1C1=NOC2(CCC2)C(=O)N1Cc1ccc(NC(C)=O)cc1,29%,0,-3%,-27,-1%,0%,9%,19%
Cc1cc(C)n(-c2ccc(C(=O)NCc3ccc(F)cc3)cc2)n1,8%,-3,4%,6,0%,4%,2%,.
CCOc1ccc2oc(C(=O)N3CCN(c4ccccn4)CC3)c(C)c2c1,21%,3,-4%,15,-1%,1%,16%,-14%
CCOC(=O)N1CCN(C(=O)CSCc2nc(-c3ccccc3F)oc2C)CC1,7%,-1,3%,-14,1%,.,8%,1%
O=C(CNC(=O)N1CC(=O)Nc2ccccc21)Nc1ccc(F)c(Cl)c1,14%,-6,-10%,2,2%,1%,3%,-7%
Cc1ccc(CNC(=O)c2sc3nc[nH]c(=O)c3c2C)cc1,1%,6,-10%,.,.,.,.,6%
O=C(c1ccccc1Cl)N1CCN(CCc2ccccn2)CC1,17%,-19,-21%,.,.,.,.,10%
CC(C)c1ccc(/C=N/NC(=O)CC(=O)NC2CCCCC2)cc1,-12%,-6,3%,4,1%,0%,0%,19%
Cc1cccc(N2CCN(C(=O)CN3C(=O)COc4ccc(S(=O)(=O)N5CCOCC5)cc43)CC2)c1C,-17%,5,-5%,.,.,0%,.,2%
CN1CCN(c2ccncc2S(=O)(=O)N2CCCCC2)CC1,-2%,1,3%,5,3%,1%,7%,3%
Cc1ccc(S(=O)(=O)N2CCN(C(=O)C3CCN(c4ncnc5sc(C)c(C)c45)CC3)CC2)c(C)c1,-22%,2,9%,14,-6%,-1%,1%,?
O=C(Nc1ccc(F)cc1)C1CCCO1 (stereo not given),1%,-2,-14%,-12,11%,-2%,2%,1%
COc1ccc(CN2CCC(C(=O)NC(c3ccc4c(c3)OCO4)c3ccccn3)CC2)cc1 (stereo not given),-13%,-13,12%,0,1%,-4%,11%,0%
S=c1nc(-c2sccc2OCc2ccc(Cl)cc2Cl)[nH][nH]1,14%,0,-5%,-1,-12%,-1%,0%,?
Cc1ccc(Nc2c(O)nc[nH]c2=O)cc1,-31%,4,28%,1,-1%,5%,4%,-9%
COc1ccc(-n2nc3ccc(NC(=O)c4c(OC)cccc4OC)cc3n2)cc1,24%,0,-26%,.,.,-9%,.,5%
CC1(C)CC(=O)C(C(=O)CCCCC(=O)C2C(=O)CC(C)(C)CC2=O)C(=O)C1,9%,2,-7%,17,0%,5%,10%,6%
# The results go on:
SMILES,FUS suppressor,D3 ag,Abeta rescue,D3 antag,EPAC2 antagonist,aSyn rescue,EPAC2 agonist,TDP43 rescue
Cc1nnc(SCCn2c(N3CCN(C)CC3)nc3c2c(=O)n(C)c(=O)n3C)s1,12%,-4,10%,2,-8%,1%,10%,-17%
COC(=O)c1ccccc1NC(=O)c1ccccc1NS(C)(=O)=O,-25%,-4,7%,-9,-8%,0%,1%,-10%
CCCNC(=O)C1(C)CCCN(C(=O)Cc2ccc(OC)c(OC)c2)C1 (stereo not given),-26%,2,-2%,17,0%,1%,11%,0%
O=C(Nc1ccccc1Cl)NC1(C(=O)N2CCCCC2)CCCCC1,4%,-2,3%,-15,7%,-14%,5%,1%
CC(=O)c1sc2c(c1OC(=O)c1ccc(Cl)cc1Cl)c(=O)n(-c1ccccc1)c(=S)n2-c1ccccc1,?,0,-10%,-1,-29%,-6%,-3%,5%
Cc1nnc(NC(=O)Nc2ccc(Cl)c(Cl)c2)s1,40%,3,-7%,39,8%,-7%,-7%,6%
CC(C)c1ccc(Nc2nc(NCc3ccco3)nc(N3CCOCC3)n2)cc1,14%,0,-25%,0,-18%,-19%,-6%,16µM*
Cn1c(=O)c2c(nc(NCCNC(=O)c3ccco3)n2Cc2ccccc2Cl)n(C)c1=O,7%,1,3%,?,-4%,4%,8%,19%
CCCN(Cc1nnc(-c2ccccc2Cl)o1)C(=O)c1ccc(C)c(S(=O)(=O)N2CCOCC2)c1,-5%,3,19%,8,8%,1%,6%,0%
CN1CCN(CCCNC(=O)CCN2C(=O)COc3ccccc32)CC1,2%,0,10%,12,-3%,2%,4%,-15%
O=C(Nc1c(Cl)cc(Cl)cc1C(=O)NCC1CCCO1)c1ccco1 (stereo not given),15%,3,14%,0,10%,3%,-8%,12%
CN1CCc2c(sc(NC(=O)Cc3ccccc3)c2C#N)C1,-17%,14,2%,-14,6%,-5%,3%,14%
CCN(CC)CCNC(=O)c1ccc(Sc2ccc(C)cc2)c(NC(C)=O)c1,18%,-16,-5%,-88*,-1%,0%,14%,1%
CC(C)(C)OC(=O)NCc1ccc(NC(=O)c2nc[nH]c2C(=O)NCCCCCCNC(=O)c2[nH]cnc2C(=O)Nc2ccc(CNC(=O)OC(C)(C)C)cc2)cc1,-12%,2,-5%,20,-27%,-11%,8%,8%
CCCOc1ccc(-c2cccc(NS(=O)(=O)c3ccccc3)c2)nn1,?,-4,-15%,.,.,.,.,1%
Cc1cc(C)cc(C(=O)NCC(=O)OCC(=O)NC2CC2)c1,7%,-9,-2%,5,-4%,-11%,9%,-14%
Cn1c(N)c(S(=O)(=O)N2CCN(c3cccc(Cl)c3)CC2)c(=O)n(C)c1=O,14%,-5,-19%,-9,-17%,-2%,-12%,-19%
CCCCN(CC)C(=O)Nc1ccc2c(c1)N(C)C(=O)c1ccccc1S2,-3%,-9,-11%,.,.,.,.,5%
OCCNCc1cc(Br)ccc1OCc1ccccc1,.,-19,-9%,-24,4%,-12%,15%,-10%
CCn1c(SCC(=O)NC(C)(C)C)nc(O)cc1=O,20%,-2,15%,14,7%,-1%,-2%,-12%
COc1ccc(C(=O)C2CCCN(Cc3cnc(N4CCCC4)s3)C2)cc1OC (stereo not given),-22%,-4,-6%,-7,3%,4%,3%,17%
CCN1CCC(N(Cc2ccc(F)cc2)C(=O)Nc2cc(C)ccc2C)CC1,-20%,-26,-7%,.,.,.,.,2%
O=C1c2ccccc2C(=O)N1CCSc1nncs1,-13%,15,13%,12,-6%,5%,3%,4%
COc1ccc(CCNC(=O)CCCCn2c(=O)c3ccccc3n(Cc3ccc(F)cc3Cl)c2=O)cc1OC,10%,-9,-1%,.,.,.,.,0%
CC(CNC1CCCCC1)OC(=O)c1ccc([N+](=O)[O-])cc1 (stereo not given),.,1,14%,5,3%,-8%,2%,22%
# Further compounds.
SMILES,FUS suppressor,D3 ag,Abeta rescue,D3 antag,EPAC2 antagonist,aSyn rescue,EPAC2 agonist,TDP43 rescue
CC(C)(C)NC(=O)c1ccc2c(c1)C1C3CCC(C3)C1C(c1ccccc1)N2 (stereo not given),35%,2,-1%,-7,-4%,4%,-1%,29%
Cc1ccc(Cn2c(CNC(=O)c3ccccc3Br)nc3cccnc32)cc1,15%,3,-2%,.,.,.,.,11µM*
S=C(Nc1ccc(Nc2ccccc2)cc1)NN1CCOCC1,3%,-4,-9%,-4,-1%,0%,4%,10%
O=c1c2cn[nH]c2nc(SCc2cccc(Br)c2)n1-c1ccc(Cl)cc1,35µM*,-11,3%,.,.,.,.,6%
Cc1[nH]c(=O)c(C#N)c(C)c1Cc1ccc(Cl)cc1Cl,10%,0,-7%,5,8%,-1%,-2%,-5%
CCOc1ccccc1NC(=O)Cn1c(=O)n(CC(=O)NCc2ccccc2Cl)c(=O)c2sccc21,-9%,-23,-20%,.,.,.,.,-14%
CCOc1cc(N2CCOCC2)c(OCC)cc1NC(=O)COC(=O)CCn1c(C)csc1=O,14%,3,-3%,7,1%,1%,-2%,30%
Cc1ccc(-c2nnn(CC(=O)N(CCCO)C(C(=O)NC3CCCC3)c3ccc(F)cc3)n2)o1 (stereo not given),2%,6,-1%,4,-1%,-2%,-10%,-11%
COc1ccc(CNC(=O)c2ccc(CS(=O)Cc3cccc(Cl)c3)o2)cc1 (stereo not given),7%,2,0%,9,-5%,1%,0%,7%
CCOC(=O)c1sc(=S)n(C)c1NC(=O)c1cccc(Br)c1,17%,-21,-2%,21,-7%,-43%[inhibitor],16%,-84%[inhibitor]
COc1ccc(-c2[nH]c3ccccc3c2SCCNC(=O)c2ccccc2)cc1,-3%,8,5%,39,-2%,2%,2%,19%
COc1ccc(CC(=O)n2[nH]c(=O)ccc2=O)cc1OC,5%,9,-12%,1,1%,5%,13%,12%
CC(C)c1cc(Cn2c3ccccc3c(=O)n2C(C)Cn2cc(C3CC3)nn2)on1 (stereo not given),-5%,2,-10%,1,-4%,2%,4%,8%
C=CCn1c(SCC(=O)N(CC)c2c(N)n(Cc3ccccc3)c(=O)[nH]c2=O)nnc1-c1ccccc1OC,2%,-1,1%,-4,20%,5%,5%,15%
Cc1ccc(N2C(=O)S/C(=C/c3cn(C)c4ccccc34)C2=O)cc1,2%,-1,-7%,-14,6%,0%,3%,-16%
O=C(O)CCc1nn2c3ccccc3n(CC(=O)c3ccccc3)c2nc1=O,33%,13,7%,2,-3%,2%,-7%,-22%

# Two entries picked at random from those above, as already listed:
SMILES,FUS suppressor,D3 ag,Abeta rescue,D3 antag,EPAC2 antagonist,aSyn rescue,EPAC2 agonist,TDP43 rescue
COc1ccc(CNC(=O)c2ccc(CS(=O)Cc3cccc(Cl)c3)o2)cc1 (stereo not given),7%,2,0%,9,-5%,1%,0%,7%
Cn1c(=O)c2c(nc(NCCNC(=O)c3ccco3)n2Cc2ccccc2Cl)n(C)c1=O,7%,1,3%,?,-4%,4%,8%,19%

# Compound activity as filed in PubChem.
